# PI5P4Ka inh = inhibitors of human PI5P4K alpha; P48426; 330,000 tested, 1.2% active; max response, %; PI5P4Kalpha enzyme, ADP-Glo luminescence, 60 min; stronger effect = lower value; active means max response of -50% or lower; inconclusive means between -30% and -50%; inactive means -30% or higher; further: value at the top dose of about 77 µM; on the % scale 0 is the no-effect control and ±100 the full control effect
#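 Compounds were pin-transferred onto PI5P4Kalpha and substrate in HEPES pH 7.4 buffer with EGTA, CHAPS and 5% DMSO. ATP (5 microM final) started the reaction, which ran 60 minutes at room temperature before ADP-Glo detection.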
# D3 antag = antagonists of human D3 dopamine receptor. P35462. D3R cells, DiscoveRx beta-arrestin luminescence, antagonist mode; stronger effect = lower value. max response, negative = inhibition, %. 360,000 tested, 2.5% active. AID 652054; in the data active means max response below about -50%; inconclusive means no clear call, values can overlap the other calls; further: on the % scale 0 is the no-effect control and ±100 the full control effect; mostly tested at two doses, the higher about 12 µM
#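 Cells expressing the human receptor were seeded at 1500 cells/well, incubated overnight at 37 degrees C in 5% CO2, then exposed to library compounds with dopamine controls for 90 minutes at 37 degrees C before luminescent detection.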
# GLP-1R inv ag = GLP-1 receptor (human) inverse agonism. P43220. HEK293 GLP-1R CRE-luciferase, luminescence, 24 h; GLP-1R form is constitutively active. Potency, µM (doses to about 38.3 µM), for the others: at the highest dose activity change, negative = inhibition, usual class: inhibitors. 410,000 tested, 1.6% active. AID 624417; further: potency means the concentration at half of the fitted maximal effect; on the % scale 0 is the no-effect control and ±100 the full control effect; nearly all actives have a fitted effect of over 55% in size
# Target sequence (P43220 whole entry, looked up): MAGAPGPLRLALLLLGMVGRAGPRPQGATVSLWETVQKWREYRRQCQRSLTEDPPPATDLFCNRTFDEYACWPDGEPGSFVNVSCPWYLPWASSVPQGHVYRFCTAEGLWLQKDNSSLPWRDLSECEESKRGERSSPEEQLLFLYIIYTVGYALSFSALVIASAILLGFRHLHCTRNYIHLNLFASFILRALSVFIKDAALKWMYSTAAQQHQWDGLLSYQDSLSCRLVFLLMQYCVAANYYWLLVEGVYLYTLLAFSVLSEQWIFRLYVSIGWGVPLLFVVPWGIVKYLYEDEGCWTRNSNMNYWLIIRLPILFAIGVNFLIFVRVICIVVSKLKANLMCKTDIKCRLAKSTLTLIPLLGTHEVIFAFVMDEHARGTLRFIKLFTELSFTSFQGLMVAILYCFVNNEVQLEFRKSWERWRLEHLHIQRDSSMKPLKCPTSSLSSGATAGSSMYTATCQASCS
#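 Assay principle: reduced luminescence from a cAMP-responsive reporter in HEK293 cells co-expressing a constitutively active GLP-1R. Conditions: 24 hr compound incubation, 37 deg C, 5% CO2.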
# HEK293 tox = cytotoxic in the GLP-1 receptor inverse agonist counter-screen; HEK293 cAMP-luciferase reporter cells, luminescence, 24 h; Potency, µM (series often up to 38.3 µM), for the others: top-dose activity change, negative = inhibition, usual class: inhibitors; 410,000 tested, 0.13% active;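 further: loss of luciferase light is scored as toxicity; potency means the concentration at half of the fitted maximal effect; on the % scale 0 is the no-effect control and ±100 the full control effect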
#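 Cells in DMEM/10% Nu serum/1% pen-strep, 1536-well format. Pre-incubated 12 h, dosed with 23 nL compound, incubated a further 24 h. Luciferase detection, 12 min at room temp, luminescence.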
# PLK1 PBD block = inhibitors of human PLK1 polo-box domain binding; P53350; Plk1 PBD binding of FITC phosphopeptide, fluorescence polarization; Potency, µM, for the others: max response, negative = inhibition, hits mostly inhibitors; 360,000 tested, 2.8% active; AID 720504; further: potency means the concentration at half of the fitted maximal effect; series mostly up to about 57 µM; on the % scale 0 is the no-effect control and ±100 the full control effect; nearly all actives have a fitted effect of over 65% in size
# Target sequence (P53350 whole entry, looked up, the tested form may be a part): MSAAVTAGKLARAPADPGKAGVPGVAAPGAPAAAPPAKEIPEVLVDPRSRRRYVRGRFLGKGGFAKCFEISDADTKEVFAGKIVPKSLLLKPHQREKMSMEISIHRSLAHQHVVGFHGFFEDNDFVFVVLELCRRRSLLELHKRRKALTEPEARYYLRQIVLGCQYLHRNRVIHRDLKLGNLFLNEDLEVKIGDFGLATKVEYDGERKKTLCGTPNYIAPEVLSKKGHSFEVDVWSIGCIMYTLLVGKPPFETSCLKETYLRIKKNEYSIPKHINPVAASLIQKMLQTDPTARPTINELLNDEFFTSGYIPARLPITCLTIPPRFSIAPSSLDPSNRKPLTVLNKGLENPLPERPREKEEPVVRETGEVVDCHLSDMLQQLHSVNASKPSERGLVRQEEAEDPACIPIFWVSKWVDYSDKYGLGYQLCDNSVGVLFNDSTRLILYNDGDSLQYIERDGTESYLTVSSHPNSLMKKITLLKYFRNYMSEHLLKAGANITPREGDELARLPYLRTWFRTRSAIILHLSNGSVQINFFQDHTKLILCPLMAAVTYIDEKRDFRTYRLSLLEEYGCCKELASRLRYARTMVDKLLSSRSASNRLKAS
# IL2 activator = IL-2 activation. IL-2 activation reporter assay, cell-based qHTS; stimulated with anti-CD3/CD4/CD28 beads; in transgenic mouse T cells. activation, % (series mostly up to about 46 µM). 360,000 tested, 0.065% active. AID 652025; in the data active means activation above about 50%; inconclusive means mostly about 30% to 49%; further: 0% is about no effect
#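 Unstimulated transgenic mouse T cells; 60-min compound exposure; bead-based TCR/CD4/CD28 stimulation; 18 h culture, 37 degrees C; dual fluorescence (EGFP, DsRed) plate cytometry.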
# GLP-1R agonist = GLP-1 receptor (human) agonism; Potency, µM (top dose mostly 45.6 µM), without a hit: at the highest dose activation, usual class: activators; HEK293 GLP-1R CRE-luciferase, luminescence, 4-6 h; cells express a hypersensitive GLP-1R form; 380,000 tested, 0.007% active; P43220; further: potency means the concentration at half of the fitted maximal effect; % of control where 0% means no effect
# DRD3 agonist = activates the human D3 dopamine receptor; P35462; AID 652048; max activation, %; 410,000 tested, 0.58% active; D3R DiscoveRx beta-arrestin cells, luminescence, 90 min; in the data active means max activation above about 30%; further: 0% is about no effect; mostly tested at two doses, the higher about 12 µM
#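 Agonist-mode cell screen: cells plated at 1500/well and incubated overnight at 37 °C, then exposed to library compounds for 90 min at 37 °C. Detection reagent was added for 30–60 min at room temperature, and luminescence was read.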
# WRN inhibitor = blocks human WRN helicase; Q14191; WRN helicase unwinding, fluorescent forked duplex, kinetic; Potency, µM (titrated, usually from 114 µM), without a hit: top-dose activity change, negative = inhibition, actives largely listed as inhibitors; 360,000 tested, 0.46% active; AID 651768; further: potency means the concentration at half of the fitted maximal effect; on the % scale 0 is the no-effect control and ±100 the full control effect; nearly all actives have a fitted effect of over 55% in size
#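 WRN at 20 nM final was preincubated with compound for 15 min at room temperature; reaction started with 100 nM forked duplex oligonucleotide carrying fluorophore and quencher plus 2 mM ATP (final). Unwinding followed kinetically by red fluorescence (ex 525/em 598 nm).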
# Numbers without * were called inactive; ? = inconclusive; / = not tested or not shown; [ ] = another dose, or the depositor's remark. Unless noted, the call rests on the fitted dose curve; in most records, active means well fitted curve in the direction sought with a large enough effect; inconclusive means small, poorly fitted or top-dose-only effect, or another doubt; inactive means no such curve, though single readings can be large; an effect the other way counts as inactive or inconclusive.
structure,PI5P4Ka inh,D3 antag,GLP-1R inv ag,HEK293 tox,PLK1 PBD block,IL2 activator,GLP-1R agonist,DRD3 agonist,WRN inhibitor
CC1(C(=O)NS(=O)(=O)C2CC2)CCCN(C(=O)COCc2ccccc2)C1 (stereo unspecified),0,8,-18%,3%,-6%,0.2,6%,6,-6%
CCn1cc(C2=NOC(C(=O)Nc3cc(OC)c(Cl)cc3OC)C2)c(C)n1 (stereo unspecified),/,23,-5%,-7%,1%,-1.3,-9%,5,1%
O=C(NCc1cc(C(F)(F)F)ccc1Cl)c1cccc2c1C(=O)c1ccc(N3CCC(N4CCCCC4)CC3)cc1S2(=O)=O,-3,21,?,-23%,14%,9.5,8%,-3,45%[activator]
Cn1nc(C(=O)NNC(=O)c2cccc(Cl)c2)c2ccccc2c1=O,2,22,28%,-1%,2%,0.0,-7%,-3,-25%
COCc1cc(=O)oc2cc(NS(=O)(=O)c3ccc(C)cc3)ccc12,-12,17,0%,94%[activator],-8%,1.1,3%,-11,?
C/C=C/C(=O)OCC(=O)Nc1cccc(Br)c1,4,6,30%,-1%,-10%,1.3,7%,0,-25%
CC1CCCC(C)N1C(=O)c1cc(-c2ccc3c(c2)OCO3)on1 (stereo unspecified),6,2,?,0%,-1%,-2.7,16%,-5,-9%
CCOc1ccc(N2C(=O)CSC2=S)cc1,0,-4,?,-19%,-9%,0.0,0%,6,-2%
COc1ccccc1NC(=O)c1ccc2c(c1)N(CC#N)C(=O)C(C)(C)O2,3,-13,2%,-6%,0%,0.4,12%,-11,-13%
CCC(=O)N1c2ccc(S(=O)(=O)NCc3ccc(F)cc3)cc2CC1C (stereo unspecified),/,/,-5%,-10%,/,/,-2%,-12,/
COc1ccc(CCC(=O)N(C)CC(=O)Nc2ccc(Cl)c(C(F)(F)F)c2)cc1,17,-21,?,4%,-11%,0.0,-9%,-4,-24%
CC(=O)c1cccc(N(C(=O)Cn2nnc3ccccc32)C(C(=O)NCc2ccccc2)c2ccccn2)c1 (stereo unspecified),-1,23,9%,-16%,-2%,-0.6,-1%,4,-5%
COC(=O)CNC(=O)Cn1ccc2ccccc2c1=O,8,25,3%,-5%,-6%,-0.1,0%,7,10%
Cc1ccccc1OCc1nnc(SCC(=O)N2CCc3ccccc32)n1C,0,9,1%,9%,-5%,-4.4,-6%,0,5%
O=c1ccsc2ccccc12,1,0,63%[activator],12%,-10%,1.4,1%,-12,1%
Brc1ccc2c(c1)OCCOCCOCCOCCOCCO2,-5,-9,0%,14%,-1%,-0.5,1%,2,9%
CC(C)c1c(O)nc(SCC(=O)N2CCOCC2)[nH]c1=O,/,19,0%,-8%,-10%,1.5,-6%,-5,-2%
O=S(=O)(Nc1ccc(F)cc1F)c1ccc(-n2cccn2)cc1,/,/,-13%,-8%,/,/,1%,0,/
Clc1ccc(-c2nc3ccccc3[nH]2)cn1,0,11,22%,8%,-2%,-1.7,3%,7,-7%
CN(C)S(=O)(=O)c1cccc(C(=O)Nc2cc(S(=O)(=O)N3CCOCC3)ccc2O)c1,5,13,9%,14%,-16%,0.1,0%,2,-25%
CCOC(=O)c1c(C)n(C)c2ccc(OC(=O)c3ccc([N+](=O)[O-])cc3)cc12,2,5,-5%,-1%[1.53 µM],2%,0.7,1%,6,-28%[57.1 µM]
COC(=O)[C@@H](NC(=O)Nc1ccc(S(N)(=O)=O)cc1)C(C)C,-5,6,0%,?,-8%,-0.8,-6%,-2,15%
O=C(Nn1c(-c2ccc(Br)cc2)nc2ccccc2c1=O)c1ccncc1,-1,-5,-10%[7.66 µM],-1%[7.66 µM],-5%,-0.4,1%,-2,-2%
CCOc1ccc(-c2cc(C(=O)NCCCN3CCOCC3)c3ccccc3n2)cc1,-7,12,?,-12%,1%,-1.2,8%,-8,2%
CCN1CCN(C(=O)C(=O)c2cn(CC(=O)N3CCCCCC3)c3ccccc23)CC1,-9,-16,-11%,-2%,3%,-0.3,7%,4,-5%
O=C(CN(c1ccc2c(c1)OCCO2)S(=O)(=O)c1ccccc1)Nc1ccc2c(c1)OCO2,-9,6,?,-28%,2%,-1.6,0%,-3,-8%
CCOC(=O)Cc1nn(Cc2ccccc2)c(=O)c2ccccc12,-4,4,-3%,0%,-2%,0.2,14%,3,-1%
COc1cc(SC)ccc1C(=O)NCCCn1ccnc1,-2,10,1%,-4%,-5%,0.6,6%,2,-13%
CN(C)S(=O)(=O)c1cc(NC(=O)CNCc2ccc(F)cc2)ccc1Cl,-2,-3,-17%,15%,-1%,-1.3,14%,-9,3%
CCOc1ncccc1C(=O)OCC(=O)Nc1cccc(S(=O)(=O)N2CCCCCC2)c1,9,10,-9%,4%,-8%,-2.6,10%,3,-7%

# Of the compounds above, these have a CF3 group.
structure,PI5P4Ka inh,D3 antag,GLP-1R inv ag,HEK293 tox,PLK1 PBD block,IL2 activator,GLP-1R agonist,DRD3 agonist,WRN inhibitor
O=C(NCc1cc(C(F)(F)F)ccc1Cl)c1cccc2c1C(=O)c1ccc(N3CCC(N4CCCCC4)CC3)cc1S2(=O)=O,-3,21,?,-23%,14%,9.5,8%,-3,45%[activator]
COc1ccc(CCC(=O)N(C)CC(=O)Nc2ccc(Cl)c(C(F)(F)F)c2)cc1,17,-21,?,4%,-11%,0.0,-9%,-4,-24%

# Next compounds
structure,PI5P4Ka inh,D3 antag,GLP-1R inv ag,HEK293 tox,PLK1 PBD block,IL2 activator,GLP-1R agonist,DRD3 agonist,WRN inhibitor
Fc1cc(Cl)ccc1NC(=S)NCCN1CCOCC1,0,2,6%,-9%,-9%,-2.0,-1%,-13,-4%
O=[N+]([O-])c1ccc(N2CCCC2)cc1NC1CC1,1,13,-7%,?,1%,-0.1,7%,-12,-1%
Cc1ccc(S(=O)(=O)N2CCOCC2)cc1NC(=O)COC(=O)CNC(=O)c1ccc(Oc2ccccc2)cc1,-1,9,17%,12%,-2%,0.2,3%,3,-18%
O=C(Cc1ccc(Cl)c(Cl)c1)Nc1ccc2[nH]c(=O)[nH]c2c1,9,10,-8%,1%,6%,-0.9,4%,3,-10%
CCN1CC(=O)Nc2cc(S(=O)(=O)N3CCOCC3)ccc21,-8,2,21%,1%,-12%,-6.1,5%,-6,3%
N#Cc1c2c(c(NCCN3CCOCC3)n3c1nc1ccccc13)CCCC2,0,26,47%[activator],48%[activator],-3%,-1.1,10%,-3,-7%
Cc1cc(NC(=O)C(=O)NCCN2CCN(S(C)(=O)=O)CC2)ccc1Br,10,1,1%,-1%,5%,-0.5,4%,8,4%
COc1cc(C)c(CN2CCC(Cc3ccccc3)CC2)cc1C,-5,?,?,-8%,-11%,-0.6,2%,-25,4%
COc1ccc(C(=O)N2CCCC(c3nc(-c4cc(OC)c(OC)c(OC)c4)no3)C2)cc1 (stereo unspecified),/,25,2%,-1%,-2%,-3.1,20%,-9,-4%
O=C(NCC1CCCO1)c1nc2c(nnn2Cc2ccccc2Cl)c(=O)[nH]1 (stereo unspecified),/,7,13%,0%,-1%,-0.4,-1%,2,2%[57.1 µM]
CC(C)N1CC(C(=O)Nc2cc(Cl)cc(Cl)c2)CC1=O (stereo unspecified),3,6,-22%,-3%,3%,-4.1,-5%,-2,4%
COc1ccc(NC(=O)c2cccc(NC(=O)C(C)C)c2)c([N+](=O)[O-])c1,1,28,7%,-27%,5%,-2.5,2%,6,-1%
CCOc1cc(N2CCOCC2)c(OCC)cc1NC(=O)Cn1[nH]c(=O)c2ccccc2c1=O,0,?,0%,-10%,-7%,5.1,1%,1,15%
Cc1ccc(S(=O)(=O)N2CCCC2C(=O)NCc2ccc3c(c2)OCO3)cc1 (stereo unspecified),2,-20,-28%,-3%,-5%,3.2,4%,-3,-17%
O=[N+]([O-])c1cc(C(F)(F)F)ccc1Sc1nccn1Cc1ccccc1,2,-1,?,-21%,-12%,-0.2,1%,-3,4%
CCOc1ccccc1C(=O)NC(CO)C(=O)O (stereo unspecified),-5,-1,0%,-17%,-7%,1.6,12%,1,0%
CN(CC(=O)Nc1sccc1C(N)=O)S(=O)(=O)c1ccc(Cl)cc1,114,-29,-8%,14%,-11%,-2.5,8%,-21,-31%
OC(COc1ccccc1)CN(Cc1ccccc1)CC(O)COc1ccccc1 (stereo unspecified),27,0,?,8%,-6%,-0.6,-2%,-13,-5%
COc1ccc(CCN(C)CC(O)c2ccccc2)cc1OC (stereo unspecified),-9,?,-5%,11%,-14%,0.1,7%,-16,-7%
CCOC(=O)C1CCN(C(=O)COc2ccc(N(C)S(=O)(=O)c3ccc(OCC)cc3)cc2)CC1,-3,-17,17%,4%,-4%,-0.5,3%,0,-6%
CCOC(=O)C1CCCN(C(=O)c2ccccc2Oc2ccccc2)C1 (stereo unspecified),-2,4,-15%,9%,-2%,0.0,1%,9,-8%
O=C(Nc1ccc(F)cc1)c1ccc(NC(=O)C2CCCO2)cc1 (stereo unspecified),-2,-8,0%,-3%,-20%,-4.5,1%,-4,1%
CCCCN(C(=O)c1ccc(S(=O)(=O)N2CCCC2)cc1)C1CCS(=O)(=O)C1 (stereo unspecified),0,2,8%,-7%,0%,-0.4,-2%,-3,-9%

# Copied from the list.
# COc1ccc(CCN(C)CC(O)c2ccccc2)cc1OC (stereo unspecified) in WRN inhibitor reads -7%
# O=C(Cc1ccc(Cl)c(Cl)c1)Nc1ccc2[nH]c(=O)[nH]c2c1 in IL2 activator reads -0.9

# Bioassay records from PubChem.
